ELG1 genotoxic: induces genotoxicity in HEK293T cells with luciferase-tagged ELG1; Potency, µM (series often up to 46 µM), inactives show at the highest dose activity change, positive = activation, hits mostly activators; HEK293T ELG1-luciferase reporter, luminescence, 16 h; hit rate 1.3% among 330,000; also: potency is read from the fitted curve at half-maximal effect; % of control where 0% means no effect; nearly all actives have a fitted effect of over 60% in size
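After overnight (16 hr) compound treatment at 37 °C, ELG1-luciferase HEK293T cells were lysed with ONE-Glo; luminescence quantified 30 min later at room temperature.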
TSG101-PTAP inh: blocks PTAP/TSG101 interaction to inhibit HIV-1 budding. AID 493005. 340,000 tested, under 10 active. Potency, µM (highest dose often 115 µM), without a hit: top-dose activity change, negative = inhibition, usual class: inhibitors. Q99816. Fluorescence polarization, FITC-PTAP peptide / Tsg101 binding; active = well fitted inhibition curve with a large enough effect in the main read-out, with a control signal flat, not every such curve was filed as active; inconclusive = small, poorly fitted or top-dose-only effect, or effect the other way, or a change in a side signal; inactive = no such curve, though single readings can be large or run the other way; also: potency is read from the fitted curve at half-maximal effect; % of control where 0% means no effect
Target sequence (Q99816 whole entry, looked up): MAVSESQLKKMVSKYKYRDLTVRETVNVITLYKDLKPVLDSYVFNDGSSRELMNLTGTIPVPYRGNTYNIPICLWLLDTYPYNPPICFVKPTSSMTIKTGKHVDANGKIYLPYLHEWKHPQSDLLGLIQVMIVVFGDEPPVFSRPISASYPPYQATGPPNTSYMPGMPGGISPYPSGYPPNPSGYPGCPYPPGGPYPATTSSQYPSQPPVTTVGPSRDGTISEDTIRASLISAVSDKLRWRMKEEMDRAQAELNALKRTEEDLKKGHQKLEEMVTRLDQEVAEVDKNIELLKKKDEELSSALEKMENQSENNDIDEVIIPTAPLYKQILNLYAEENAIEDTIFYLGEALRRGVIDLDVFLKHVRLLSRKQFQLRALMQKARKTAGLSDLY
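Fluorescence polarization binding of Tsg101 binding domain (10 uM final) to FITC-labeled PTAP peptide (50 nM final) in HEPES pH 7.5 buffer with NaCl, Tween 20, EDTA, TCEP. Compounds added before peptide; binding 20 min at RT.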
S-ASM inh: blocks human secretory acid sphingomyelinase; P17405; hit rate 0.006% among 340,000; AID 504937; placental ASM, HMU-PC fluorogenic substrate, 60 min; Potency, µM (top dose mostly 57.5 µM), inactives show top-dose activity change, negative = inhibition, actives largely listed as inhibitors; also: potency is read from the fitted curve at half-maximal effect
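Fluorogenic HMU-PC substrate (9 uM final) is turned over by placental ASM in 60 min at 37 C after a 10 min compound preincubation. Reaction ended by alkaline stop (pH 10), with fluorescence read at 386/447 nm.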
USP2a block: blocks human ubiquitin-specific protease USP2a; O75604; Potency, µM (top dose mostly 38.3 µM), without a hit: at the highest dose activity change, negative = inhibition, usual class: inhibitors; AID 463254; hit rate 0.01% among 330,000; USP2 core, Ub-CHOP2 coupled fluorogenic reporter, 485/531;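 also: potency is read from the fitted curve at half-maximal effect; plate controls were DMSO wells for no effect and full inhibition by NEM control for full effect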
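Deubiquitinase activity read as fluorescence (485/531 nm) after Ub-CHOP2 cleavage activates the enterokinase reporter on its substrate; USP2 core 10nM, Ub-CHOP2 and substrate 25nM each, 30min compound preincubation then 60min RT; data normalized to NEM, curves fitted.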
Eya2 inh: blocks the phosphatase activity of human Eya2; hit rate 0.006% among 330,000; O00167; Potency, µM (top dose mostly 76.9 µM), for inactives: at the highest dose activity, negative = inhibition, usual class: inhibitors; recombinant Eya2, OMFP fluorescence dephosphorylation (OMFP is methylfluorescein phosphate); also: potency is read from the fitted curve at half-maximal effect; % is scaled to controls: 0 for no effect and ±100 for the full control effect
Target sequence (O00167 whole entry, looked up): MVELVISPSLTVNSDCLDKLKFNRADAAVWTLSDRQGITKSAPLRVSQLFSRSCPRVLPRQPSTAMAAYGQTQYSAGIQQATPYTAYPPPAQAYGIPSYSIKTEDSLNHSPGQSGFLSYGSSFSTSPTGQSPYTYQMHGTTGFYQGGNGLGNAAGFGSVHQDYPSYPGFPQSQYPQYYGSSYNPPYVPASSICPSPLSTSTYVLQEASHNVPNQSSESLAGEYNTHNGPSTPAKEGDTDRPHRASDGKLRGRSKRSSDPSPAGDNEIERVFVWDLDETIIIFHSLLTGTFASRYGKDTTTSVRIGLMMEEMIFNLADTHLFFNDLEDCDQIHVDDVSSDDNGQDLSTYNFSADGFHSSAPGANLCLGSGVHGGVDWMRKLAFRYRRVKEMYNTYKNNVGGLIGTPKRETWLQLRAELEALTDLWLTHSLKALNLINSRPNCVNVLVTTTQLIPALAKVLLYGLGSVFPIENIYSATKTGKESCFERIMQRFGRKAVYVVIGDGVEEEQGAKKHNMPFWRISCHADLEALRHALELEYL
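Eya2 (0.2 uM) preincubated 10 min at ambient with compound, then OMFP substrate added at 50 uM; 10 min reaction in 50 mM HEPES pH 7.5, 50 mM NaCl, 5 uM MgCl2, 0.05% BSA, 1 mM DTT. Fluorescence read at Ex 485/Em 525 nm.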
Integrin act MD: activators of alpha7 integrin expression for muscular dystrophy. Potency, µM (titrated, usually from 38.3 µM), for inactives: at the highest dose activation, hits mostly activators. hit rate 0.064% among 350,000. AID 624291. alpha7betagal myoblasts, beta-gal FDG fluorescence, 48 h;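 also: potency is read from the fitted curve at half-maximal effect; 100% = response of the positive control SU9516; nearly all actives have a fitted effect of over 60% in size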
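alpha7betagal+/- myoblasts (passage 13, 250/well) treated 48 h at 37C with compounds at 1:260 dilution of DMSO stock. Lysed, then beta-galactosidase activity read as FDG fluorescence (ex 480/em 540) after 30 min, with pre-read for autofluorescence.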
BRCA1 expr act: BRCA1 expression activation; MCF7-BRCA1-FFLuc reporter, luminescence, 48 h; response scale: scaled: vehicle 0%, 10 µM genistein 100%; Potency, µM (top dose mostly 46.1 µM), inactives show at the highest dose activation, hits mostly activators; AID 624202; hit rate 1.1% among 380,000; also: potency is read from the fitted curve at half-maximal effect; nearly all actives have a fitted effect of over 80% in size; some results filed as inactive show a strong effect at the top dose
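48 h compound treatment of MCF7-BRCA1-FFLuc cells (phenol-red free MEM, 37 °C), then 15 min with luciferase substrate and luminescence imaging.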
TRPV1 agonist: activates the human vanilloid receptor TRPV1 | Q8NER1 | activation, % at 8.33 µM | hit rate 0.19% among 320,000 | TRPV1-expressing cells, Fluo-8 calcium influx, agonist mode; in the data active = activation above about 80%; inconclusive = between about 30% and that limit; also: 0% is about no effect
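Cells expressing TRPV1 were dye-loaded with Fluo-8 and read kinetically: 10 s baseline, 3 min after compound (agonist portion), then 2 min after EC20 capsaicin (allosteric enhancer portion). Calcium-bound dye fluorescence at 480/520 nm.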
B2AR arrestin: agonists driving beta-arrestin recruitment to human beta2-adrenergic receptor | P07550 | beta-arrestin recruitment to beta2AR, cell-based reporter | Potency, µM (series often up to 46.1 µM), without a hit: at the top dose activation, hits mostly activators | hit rate 0.02% among 330,000 | AID 492947;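 also: potency is read from the fitted curve at half-maximal effect; 0% = DMSO controls and full agonism = EC100 isoproterenol or metaproterenol; nearly all actives have a fitted effect of over 65% in size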
p53 reactivation: mutant p53 re-activation in reporter cells; hit rate 0.063% among 320,000; H1299 p53-A138V BP100-luciferase reporter, luminescence, 24 h; Potency, µM (series often up to 92.2 µM), inactives show at the top dose activity change, positive = activation, hits mostly activators; AID 504706; also: potency is read from the fitted curve at half-maximal effect; % of control where 0% means no effect; nearly all actives have a fitted effect of over 45% in size
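H1299 (p53-null), stable ts p53-A138V + BP100-Luc; 1000 cells/well, Opti-MEM/10% FBS; cpd 4 pt, 1:5; 24 h, 37 deg C, 5% CO2; detection reagent 10 min RT; luminescence.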
uPA generation: blocks generation of uPA at the cell surface. AID 540303. cell surface uPA generation assay, qHTS. Potency, µM (doses to about 38.3 µM), inactives show at the highest dose activity change, negative = inhibition, usual class: inhibitors. hit rate 0.31% among 330,000; active = well fitted inhibition curve with a large enough effect; inconclusive = small, poorly fitted or top-dose-only effect; inactive = no such curve, though single readings can be large or run the other way; tested in mouse RAW 264.7 cells; also: potency is read from the fitted curve at half-maximal effect; % is scaled to controls: 0 for no effect and ±100 for the full control effect; nearly all actives have a fitted effect of over 55% in size
* hit, by the source's call; ? = inconclusive; · = no result given; [ ] = dose if it differs, or a comment. Unless noted, calls follow the shape of the dose curve; as a rule, active = well fitted curve in the direction sought with a large enough effect; inconclusive = small, poorly fitted or top-dose-only effect, or another doubt; inactive = no such curve, though single readings can be large; an effect the other way counts as inactive or inconclusive. Compounds as they come. About 2.6% of those tested had a hit in this group.

mol | ELG1 genotoxic | TSG101-PTAP inh | S-ASM inh | USP2a block | Eya2 inh | Integrin act MD | BRCA1 expr act | TRPV1 agonist | B2AR arrestin | p53 reactivation | uPA generation
COc1ccc(S(=O)(=O)Nc2cc(C(=O)NC3CCCCCC3)ccc2N2CCOCC2)cc1 | -1% | -2% | -5% | -2% | -10% | -15% | -38%[inhibitor] | -7 | -0.7% | 6% | -17%
O=c1oc2ccccc2c(Nc2ccccc2O)c1[N+](=O)[O-] | 2% | -2% | -4% | 3% | 3% | -9% | 0% | -1 | -0.8% | 6% | -7%
Cn1cc([N+](=O)[O-])c(C(=O)NCc2ccco2)n1 | -6% | 1% | 2% | 4% | 6% | 27% | 8% | -3 | -0.1% | 0% | 4%
O=C1CN(C(=O)c2ccc(Br)o2)C(c2ccc(F)cc2)c2cc(F)ccc2N1 (configuration not stated) | -1% | -2% | -3% | 1% | -5% | 17% | -44% | 4 | -2.1% | -9% | ·
Cc1c(C(=O)OCC(=O)Nc2cccc(S(N)(=O)=O)c2)oc2c1ccc1ccccc12 | -4% | -4% | ? | 1% | 4% | 22% | -10% | ? | 0.0% | -4% | -9%
O=C(COC(=O)/C=C/c1cccc(Br)c1)NC1CCCCCC1 | 1% | -7% | 4% | 0% | -2% | 38% | -14% | 7 | -2.5% | 1% | 20%
CCOCCCNC(=O)C(c1ccccc1)N(Cc1cccs1)C(=O)CNC(C)=O (configuration not stated) | 2% | -3% | 3% | 2% | 9% | -13% | -5% | 3 | -0.6% | -3% | 3%
Cc1ccc(Cl)cc1NC(=O)Nc1c(C)n(C)n(-c2ccccc2)c1=O | 1% | -2% | 7% | 2% | -1% | 13% | -4% | 0 | 0.4% | 7% | 4%
COc1ccc(N(C)S(=O)(=O)c2cccc(C(=O)NCc3ccc4c(c3)OCO4)c2)cc1 | -12% | -6% | -1% | -5% | -11% | 0% | -33% | 3 | -0.1% | -4% | 1%
COC(=O)C1CCN(C(=O)CN2C(=O)NC3(CCC(C)CC3)C2=O)CC1 (configuration not stated) | -1% | -7% | 6% | 1% | -4% | 19% | -5% | · | -0.2% | 0% | 0%
COC(=O)c1cc(S(=O)(=O)Nc2cc(S(=O)(=O)N(C)C)ccc2C)oc1C | -1% | -1% | 2% | 1% | 10% | -4% | -6% | -4 | -0.3% | -4% | 0%
CC1CCN(C(=O)CSc2nc3ccccc3[nH]2)CC1 | ? | -6% | 6% | -2% | -26% | 10% | 3.5µM* | 16 | -0.3% | ? | ·
CC(C(C(=O)N1CCCCC1)N1CCCCC1)N1CCCCC1 (configuration not stated) | · | -1% | -3% | · | · | -35% | 0% | · | · | · | 2%
CCCCCc1ccnc(CC(=O)c2ccc(OC)cc2)c1 | · | -2% | -1% | · | · | -59%[inhibitor] | -41% | · | · | · | 1%
COc1ccc(CNC(=O)COC(=O)c2ccc(S(=O)(=O)N3CCOCC3)cc2)cc1 | 4% | -2% | 5% | 1% | 6% | 0% | -8% | · | 0.3% | 7% | -1%
O=C(Cn1cnnn1)OCC(=O)c1ccc(Cl)s1 | 1% | -5% | 1% | 0% | -7% | 0% | -3%[1.84 µM] | -1 | 0.2% | 28% | 2%
c1cnc(-c2noc(CN3CCN(C4CCCC4)CC3)n2)cn1 | -1% | -3% | 1% | 1% | ? | -8% | 25% | -1 | 0.2% | 7% | 5%
CC(Sc1n[nH]c(-c2cccs2)n1)C(=O)Nc1ccc(C(N)=O)cc1 (configuration not stated) | 4% | -4% | 4% | 0% | 7% | -10% | -18% | -1 | 0.0% | 14% | -14%
Cc1ccc(-c2nn(-c3ccccc3)cc2/C=N/NC(=O)c2ccc3c(c2)OCO3)cc1 | 1% | -5% | -8% | 3% | 8% | -1% | ? | -1 | -0.4% | 5% | 0%
Fc1ccc(COc2ccc(Br)cc2CNCc2ccncc2)cc1 | -11% | -12% | 4% | -1% | -17% | 5% | -34% | 16 | 0.4% | 0% | ·
O=C(CCc1nc2ccccc2c(=O)[nH]1)OCc1ccc(Cl)cc1Cl | 0% | 0% | 0% | 1% | 0% | 17% | -1% | 10 | -1.4% | -12% | -6%
O=C(Cc1ccccc1)NCC(=O)Nc1ccccc1Br | 5% | -2% | 1%[11.5 µM] | 2% | -3% | 6% | 19% | -1 | -0.1% | 14% | 2%
O=C(O)C1CCC(=O)N1Cc1ccccc1Cl (configuration not stated) | -2% | 0% | 2% | 0% | -2% | 20% | -7% | 1 | 0.0% | -7% | -3%
CC(=O)Nc1ccc(NC(=O)C2CC(=O)N(C(C)C)C2)cc1 (configuration not stated) | 0% | -2% | 1% | 0% | 5% | 15% | -6% | 0 | -1.2% | · | 1%
COc1cccc(NC(=O)CSc2nnc3ccc(-c4ccncc4)nn23)c1 | -14% | -3% | -1% | -1% | -9% | -10% | -2% | -3 | -0.1% | -3% | 6%
OC[C@H]1O[C@@H]2O[C@H]3[C@H](O)[C@@H](O)[C@@H](O[C@H]4[C@H](O)[C@@H](O)[C@@H](O[C@H]5[C@H](O)[C@@H](O)[C@@H](O[C@H]6[C@H](O)[C@@H](O)[C@@H](O[C@H]7[C@H](O)[C@@H](O)[C@@H](O[C@H]1[C@H](O)[C@H]2O)O[C@@H]7CO)O[C@@H]6CO)O[C@@H]5CO)O[C@@H]4CO)O[C@@H]3CO | 2% | -4% | 4% | 2% | -2% | · | 14% | 0 | 0.0% | · | 9%
COc1cc2c(cc1OC)-c1cc(OCc3ccccc3Cl)nc(=O)n1CC2 | -6% | -4% | -3% | 1% | 4% | -11% | -5% | 14 | -0.4% | -2% | ·
C=CC[C@@H]1C=C[C@H](O/N=C/[C@@H](NS(=O)(=O)c2ccc(C)cc2)[C@H](C)/C=C/CC(=O)OC)[C@@H](CO)O1 | 2% | · | · | 2% | 7% | · | · | 8 | -0.9% | -4% | ·
O=c1[nH]c2ccc(S(=O)(=O)N3CCCCC3)cc2[nH]c1=O | -2% | -4% | 0% | 4% | 1% | 4% | -7% | -1 | -0.1% | 4% | 4%
N#Cc1cc(-c2ccccc2)[nH]c1-c1nccc2ccccc12 | -13% | -1% | 405%[activator] | 3% | 0% | -1% | -53% | ? | 0.5% | 0% | 2%
Cc1[nH]c(C)c(C(=O)/C=C/c2ccc([N+](=O)[O-])cc2)c1C | -9% | -3% | 3% | 1% | -1% | -41% | -54% | 0 | 0.1% | · | ?
Cc1nc2ccccc2c2c1C(=O)N(c1ccc(C(=O)O)cc1)C2=O | 3% | -7% | 6% | -1% | 5% | 7% | 0% | -5 | -1.1% | -2% | 3%
O=C(CSc1ccncc1)Nc1ccc(S(=O)(=O)Nc2nccs2)cc1 | 3% | -2% | 2% | 2% | 8% | -15% | -11% | 0 | -0.2% | 13% | 12%
CCOc1ccc(NC(=S)N2CCN(S(C)(=O)=O)CC2)cc1 | 4% | · | 0% | 4% | -2% | 1% | -2% | 6 | 2.9% | 12% | -5%
CC(=O)c1cccc(CN2CCCC(CCC(=O)NCc3ccc(C)o3)C2)c1 (configuration not stated) | 0% | 3% | 3% | -1% | -1% | -18% | 0% | 5 | 3.5% | 0% | 0%
Cn1c(=O)c2c3c(sc2n2c(SCc4ccc5c(c4)OCO5)nnc12)COC(C)(C)C3 | -1% | · | · | -1% | -12% | · | · | 1 | 0.2% | 4% | ·
Cc1ccc(-c2nn(-c3ccccc3)cc2/C=C/C(=O)O)o1 | 2% | -17% | 12% | 3% | -3% | ? | 34% | 2 | 0.0% | -4% | -20%
Cn1ccnc1Sc1ccc(/C=N/NC(=O)c2ccccc2O)cc1[N+](=O)[O-] | 7% | -4% | -13% | 1% | -9% | 24% | -2% | ? | 0.1% | 9% | -4%
C/C(=N\NC(=O)CC#N)c1cc2ccc(O)cc2oc1=O | 0% | ? | · | 5% | 3% | -7% | -25% | -3 | -0.7% | -7% | 2%
COc1ccc(C(=O)N2CCN(c3cccc(Cl)c3)CC2)cc1 | 0% | 0% | 0% | 3% | -16% | -6% | -18% | ? | -0.4% | 0% | -1%
Cc1ccc(S(=O)(=O)Nc2ccccc2C(=O)NCc2cccnc2)cc1 | -1% | 4% | -6% | -3% | 1% | 2% | 0% | -6 | 0.0% | -3% | 1%

High-throughput results (PubChem BioAssay)
